Compound activity as filed in PubChem BioAssay.
hcDAF12 agonist – activators of H. contortus DAF-12 nuclear receptor; HEK293 hcDAF-12 lit1-tk-luc reporter, luminescence; 0% DMSO, 100% Δ7-dafachronic acid; activation, % at 6.8 µM; 370,000 compounds, 1.4% hits;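 active means activation above the mean of all tested compounds plus 3 SD, cut at about 5.5% in these data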;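 further: 100% = response to 3 µM Δ7-dafachronic acid high control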
DAX1 inh-1 – inhibits human nuclear receptor DAX1; HEK293 Gal4-DAX1 luciferase reporter, luminescence; AID 504766; 340,000 compounds, 0.99% hits; P51843; inhibition, % at 6.75 µM;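 active means inhibition above the mean over all tested compounds plus 3 SD, cut at about 4.2% in these data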;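 further: 0% = DAX1-transfected cells with DMSO and 100% = empty-vector control cells with DMSO; inhibition shows as a rise in luminescence from relieved DAX1 repression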
PLCg1 inh – blocks human PLC-gamma1 enzyme activity; P19174; purified PLC-gamma1, fluorogenic substrate, fluorescence; inhibition, % at 12.2 µM; 370,000 compounds, 0.84% hits; AID 720700; in the data active means inhibition above about 9.5%
DAX1 inh-2 – DAX1 (NR0B1) inhibition, primary screen | 370,000 compounds, 1.1% hits | inhibition, % at 6.8 µM | AID 652010 | HEK293T StAR-luciferase reporter, SF-1/DAX-1 repression relief;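 active means inhibition above the mean over all tested compounds plus 3 SD, cut at about 3.6% in these data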;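 further: 0% = DAX-1 cells with DMSO and 100% = cells lacking DAX-1 with DMSO; higher inhibition means more luminescence from relief of DAX-1 repression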
Rev-erbA mod – modulators of human Rev-erb alpha DNA binding. 370,000 compounds, 0.79% hits. Rev-erbα–FITC-DNA binding, fluorescence polarization, 90 min. activity, % at 10 µM;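 active means activity above about 14%, limit read from the data; passing the limit was not always enough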;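 further: 0% = DMSO wells with 35 nM protein and 100% = DMSO wells with 750 nM protein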
MBD2 inh – blocks human MBD2 binding to methylated DNA. Q9UBB5. TR-FRET, MBD2 binding to methylated oligonucleotide. inhibition, % at 4.4 µM. 370,000 compounds, 0.31% hits. AID 686964; in the data active means inhibition above about 13%
PLCb3 inh – PLC-beta3 (human) inhibition, primary screen | 370,000 compounds, 0.18% hits | Purified PLC-beta3, fluorogenic substrate, fluorescence | AID 720704 | inhibition, % at 12.2 µM | Q01970; in the data active means inhibition above about 11%;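 further: 0% = median of compound wells on plate and 100% = full blocker control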
Target sequence (Q01970 whole entry, looked up): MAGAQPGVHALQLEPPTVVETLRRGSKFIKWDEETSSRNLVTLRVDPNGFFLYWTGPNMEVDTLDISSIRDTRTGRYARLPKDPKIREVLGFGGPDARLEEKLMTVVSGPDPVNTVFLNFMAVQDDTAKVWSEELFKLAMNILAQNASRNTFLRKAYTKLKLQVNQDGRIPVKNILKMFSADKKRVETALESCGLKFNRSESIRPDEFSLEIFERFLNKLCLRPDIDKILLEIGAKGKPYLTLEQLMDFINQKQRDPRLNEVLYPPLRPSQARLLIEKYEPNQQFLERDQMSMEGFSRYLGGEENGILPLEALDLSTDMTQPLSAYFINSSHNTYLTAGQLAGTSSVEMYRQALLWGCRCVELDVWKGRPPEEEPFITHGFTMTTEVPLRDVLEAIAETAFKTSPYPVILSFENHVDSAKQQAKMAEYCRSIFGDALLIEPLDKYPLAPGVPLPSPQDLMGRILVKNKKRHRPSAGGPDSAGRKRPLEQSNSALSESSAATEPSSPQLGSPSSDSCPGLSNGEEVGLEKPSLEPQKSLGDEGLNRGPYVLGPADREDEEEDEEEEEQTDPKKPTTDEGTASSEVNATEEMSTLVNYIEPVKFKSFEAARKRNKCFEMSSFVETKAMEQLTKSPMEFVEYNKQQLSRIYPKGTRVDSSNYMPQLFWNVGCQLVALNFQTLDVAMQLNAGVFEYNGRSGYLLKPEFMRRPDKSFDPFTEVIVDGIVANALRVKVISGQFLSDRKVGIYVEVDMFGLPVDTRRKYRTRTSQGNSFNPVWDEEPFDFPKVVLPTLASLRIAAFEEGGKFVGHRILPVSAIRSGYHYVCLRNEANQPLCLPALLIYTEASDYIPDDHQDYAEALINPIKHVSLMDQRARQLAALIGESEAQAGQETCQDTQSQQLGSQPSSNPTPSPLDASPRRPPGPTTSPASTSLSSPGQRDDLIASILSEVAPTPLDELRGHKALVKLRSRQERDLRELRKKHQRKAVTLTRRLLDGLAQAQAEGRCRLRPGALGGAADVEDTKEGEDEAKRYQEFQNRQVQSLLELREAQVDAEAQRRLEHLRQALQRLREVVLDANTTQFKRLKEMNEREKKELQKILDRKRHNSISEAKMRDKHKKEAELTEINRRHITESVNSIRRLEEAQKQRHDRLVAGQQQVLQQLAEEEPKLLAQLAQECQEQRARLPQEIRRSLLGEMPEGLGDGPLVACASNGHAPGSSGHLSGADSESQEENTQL
SMARCA2 activ – increases SMARCA2 function in MMTV reporter cells; MG213 cells, MMTV-luciferase reporter, dexamethasone, overnight; activation, % at 9.1 µM; 370,000 compounds, 1% hits; AID 652017; in the data active means activation above about 7.8%;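 further: 0% = vehicle wells and 100% = reference activator wells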
ADAM17 inh – inhibitors of human ADAM17 | 370,000 compounds, 0.83% hits | recombinant ADAM17, EDANS/DABCYL FRET peptide cleavage | inhibition, % at 6.95 µM | P78536;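 active means inhibition above the mean of compounds lying between control limits plus 3 SD, set per campaign, cut at about 8.5% in these data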;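 further: 0% = DMSO-only wells as the low control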
hgDAF-12 ag – activates the H. glycines DAF-12 receptor ligand-binding domain | HEK293 GAL4-hgDAF12 UAS-luciferase reporter, agonist luminescence; normalized to butyrate control | activation, % at 6.8 µM | 370,000 compounds, 1.8% hits;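 active means activation above a cutoff set at the mean of all screened compounds plus 3 SD, cut at about 10% in these data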;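 further: 0% = DMSO wells and 100% = sodium butyrate wells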
ssDAF12 agonist – S. stercoralis DAF-12 activation, primary screen; HEK293 ssDAF-12/GRIP1 lit1-tk-luc reporter, luminescence; % of 3 µM dafachronic acid response; activation, % at 6.8 µM; 370,000 compounds, 1% hits; AID 652126;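 active means activation above the mean over all tested compounds plus 3 SD, cut at about 0.9% in these data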;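 further: 0% = DMSO-only wells and 100% = 3 µM delta7-dafachronic acid wells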
Numbers without * were called inactive; . = no result given.

Each structure is followed by: hcDAF12 agonist | DAX1 inh-1 | PLCg1 inh | DAX1 inh-2 | Rev-erbA mod | MBD2 inh | PLCb3 inh | SMARCA2 activ | ADAM17 inh | hgDAF-12 ag | ssDAF12 agonist
CC1=C(C(=O)N(C(C)C)C(C)C)CC(CC(=O)NC(c2ccccc2)c2ccccc2)C(=O)N1Cc1ccc(F)cc1 (centres undefined)
    -0.1 | . | 3 | 0.4 | 2 | 0 | 3 | -2 | -2 | -2.4 | -0.7
Cc1cc(=O)n2nc(N3CCC(C(=O)NCc4cccc(Br)c4)CC3)sc2n1
    0.8 | 0.0 | -1 | 0.4 | 1 | -1 | -7 | -1 | -4 | -1.6 | -1.1
CCCNC(=O)C1CC2Cn3c(nc4ccccc43)C2N1C (centres undefined)
    -1.1 | 0.8 | -2 | -0.5 | -7 | 13 | -3 | 2 | -5 | -1.6 | -1.0
COc1ccc(/C=N/Nc2nc3ccccc3o2)cc1O
    12* | 0.3 | -15 | 5.5* | -1 | -4 | -15 | -1 | -2 | 15* | 0.8
Cc1cc(C)c(S(=O)(=O)Nc2ccc(Cl)cn2)c(C)c1
    -2.3 | 0.9 | -6 | -0.3 | 3 | 5 | -13 | -2 | -3 | 1.7 | -0.8
O=C(CN1CCCC1)Nc1ccc(Br)cc1[N+](=O)[O-]
    -1.2 | 2.2 | 2 | -0.8 | -3 | 2 | -1 | 3 | -1 | 1.8 | -1.6
O=C(NNC1=NS(=O)(=O)c2ccccc21)c1ccc(Cl)cc1
    0.1 | 1.2 | 4 | 1.2 | -2 | 0 | -1 | 3 | 2 | 0.8 | -0.9
O=C(Nc1ncc(Cc2cccc(C(F)(F)F)c2)s1)C1CCCO1 (centres undefined)
    -0.5 | 3.3 | 2 | -0.5 | 13 | 0 | -5 | 3 | 0 | 8.9 | -1.6
O=C(Nc1cccc(C(F)(F)F)c1)c1ccc2sc([C@H]3C[C@H](O)[C@@H](CO)O3)nc2c1
    -5.3 | . | -1 | -6.8 | -3 | 6 | -1 | -9 | 3 | -9.2 | -2.2
CCOc1ccccc1NC(=O)C1CCCN(S(=O)(=O)c2ccc3c(c2)CCCN3C(C)=O)C1 (centres undefined)
    -1.1 | 0.4 | 0 | -0.6 | -7 | 0 | 6 | -5 | -2 | -1.6 | -1.4
O=C(N(c1ccccc1)c1ccccc1)N(c1ccccc1)c1ccccc1
    0.2 | . | -1 | 0.1 | 3 | 6 | -7 | -6 | -2 | 0.3 | -1.5
CC(C)(C)OC(=O)N1CCCC(C(=O)CC#N)C1 (centres undefined)
    5.0 | 0.0 | -6 | -0.6 | 4 | 10 | -9 | -4 | -1 | -0.4 | -1.4
COc1ccccc1N(Cc1ccccc1)S(=O)(=O)c1cccc(C(=O)NC2CC(C)(C)NC(C)(C)C2)c1
    -1.8 | -1.7 | 3 | 0.5 | -4 | -3 | -6 | 1 | 1 | -1.8 | -1.0
CCOC(=O)c1ccc(S(=O)(=O)N2CCC(C(=O)NCC3COc4ccccc4O3)CC2)cc1 (centres undefined)
    -0.1 | 0.4 | 0 | -1.1 | 4 | -6 | 1 | 1 | 0 | -1.6 | -1.1
O=C(CN(Cc1ccccc1)C(=O)c1csnn1)NCc1ccccc1
    -0.3 | -1.2 | 1 | 1.1 | -2 | 1 | -6 | -1 | 0 | -2.9 | -1.2
Cc1ccc(S(=O)(=O)N[C@H](C(=O)NC2CCC(C)CC2)C(C)C)cc1 (some centres undefined)
    -1.2 | 0.1 | -3 | -0.5 | 2 | -1 | -5 | -1 | -3 | 2.6 | -0.9
Cc1nnc(SCC(=O)Nc2ccccc2)[nH]c1=O
    -0.8 | -0.1 | 0 | 0.7 | 6 | -5 | 1 | -3 | -5 | 1.4 | -1.1
O=C(Nc1cccc(C(=O)N2CCCC2)c1)C1CCCCC1
    -0.9 | -1.5 | -1 | 0.8 | 3 | 0 | 1 | 0 | -3 | -1.2 | -1.0
O=C(Nc1ccc2c(c1)CCC2)Nc1ccc2c(c1)OCO2
    1.5 | 2.5 | -1 | 1.5 | -2 | 1 | 3 | 5 | 1 | 14* | -0.8
COc1ccc2[nH]c(=O)c(CN(CC3CCCO3)S(=O)(=O)c3ccccc3F)cc2c1 (centres undefined)
    -4.1 | 0.4 | -36 | -0.9 | 0 | 5 | -52 | 0 | -96 | -4.4 | -1.1

Filtered by structure, the entries above containing bromine.
Each structure is followed by: hcDAF12 agonist | DAX1 inh-1 | PLCg1 inh | DAX1 inh-2 | Rev-erbA mod | MBD2 inh | PLCb3 inh | SMARCA2 activ | ADAM17 inh | hgDAF-12 ag | ssDAF12 agonist
Cc1cc(=O)n2nc(N3CCC(C(=O)NCc4cccc(Br)c4)CC3)sc2n1
    0.8 | 0.0 | -1 | 0.4 | 1 | -1 | -7 | -1 | -4 | -1.6 | -1.1
O=C(CN1CCCC1)Nc1ccc(Br)cc1[N+](=O)[O-]
    -1.2 | 2.2 | 2 | -0.8 | -3 | 2 | -1 | 3 | -1 | 1.8 | -1.6

Returning to the listing; the 3 compounds before the break are reprinted first.
Each structure is followed by: hcDAF12 agonist | DAX1 inh-1 | PLCg1 inh | DAX1 inh-2 | Rev-erbA mod | MBD2 inh | PLCb3 inh | SMARCA2 activ | ADAM17 inh | hgDAF-12 ag | ssDAF12 agonist
O=C(Nc1cccc(C(=O)N2CCCC2)c1)C1CCCCC1
    -0.9 | -1.5 | -1 | 0.8 | 3 | 0 | 1 | 0 | -3 | -1.2 | -1.0
O=C(Nc1ccc2c(c1)CCC2)Nc1ccc2c(c1)OCO2
    1.5 | 2.5 | -1 | 1.5 | -2 | 1 | 3 | 5 | 1 | 14* | -0.8
COc1ccc2[nH]c(=O)c(CN(CC3CCCO3)S(=O)(=O)c3ccccc3F)cc2c1 (centres undefined)
    -4.1 | 0.4 | -36 | -0.9 | 0 | 5 | -52 | 0 | -96 | -4.4 | -1.1
Cc1occc1C(=O)N1CCN(S(=O)(=O)c2ccc(F)cc2)CC1
    0.5 | -1.1 | -2 | -0.4 | -2 | -6 | -2 | 5 | -1 | -3.5 | -1.7
OCCNCC12CC3CC(CC(C3)C1)C2
    0.1 | 0.1 | 6 | -0.6 | 4 | 7 | -7 | -3 | -7 | -2.0 | -1.5
CC(C)c1ccc(O)c(N)c1
    1.0 | -1.1 | -4 | -1.2 | -1 | 4 | -5 | -3 | -2 | -4.8 | -0.9
Cc1nn(S(=O)(=O)c2ccc(Br)cc2)c(C)c1S(=O)(=O)N1CCOCC1
    -0.9 | 0.1 | 2 | -0.4 | -1 | 1 | -2 | 2 | -2 | -0.1 | 0.0
CCOC(=O)CC(=O)CSc1nc(-c2cccnc2)ccc1C#N
    -0.1 | -0.6 | -384 | 0.0 | 1 | -9 | -487 | 3 | -44 | -2.4 | -1.2
COc1ccc(C(=O)NC(Oc2ccccc2)C(Cl)(Cl)Cl)cc1 (centres undefined)
    -1.9 | -0.3 | -1 | -0.4 | -1 | 3 | 3 | -3 | -1 | 0.7 | -0.5
Cc1ccc(NC(=O)Nc2ccc(Cl)cc2)c(Br)c1
    0.9 | 0.4 | 6 | -0.3 | 5 | 8 | -1 | -1 | 1 | 2.6 | -0.5
Cc1ccc(CNC(=O)c2cc(-c3ccccc3)nn2CC2CC(c3cccc([N+](=O)[O-])c3)=NO2)cc1 (centres undefined)
    -1.4 | 0.5 | 0 | 0.0 | -6 | -2 | -4 | 0 | 4 | -1.7 | -1.4
O=C(Nc1ccc(N2CCOCC2)cc1)c1cccc2c(Br)cccc12
    -0.2 | -1.0 | 2 | 0.2 | -4 | 2 | -2 | -3 | 0 | -2.5 | -0.9
Cc1ccc(-n2nnnc2CNC(=O)C2CC(=O)N(c3ccc(F)cc3)C2)cc1C (centres undefined)
    -1.4 | 0.2 | -1 | -0.5 | -2 | -2 | -7 | -1 | -2 | 0.1 | -1.6
Clc1ccc(-c2nn3c(-c4ccccc4)nnc3s2)cc1
    -2.8 | -0.5 | 2 | -1.3 | 24* | -3 | 2 | 1 | -4 | -3.4 | -1.2
COCc1cn(CC(=O)c2sc(NC(=O)C(C)(C)C)nc2C)nn1
    -0.3 | . | 3 | 0.6 | -5 | 4 | -1 | -5 | 0 | 1.8 | -0.7
O=C(O)c1ccc(NC(=O)c2cn(-c3ccccc3)nc2-c2ccc(F)cc2)cc1
    4.0 | 2.7 | 0 | 0.0 | 4 | -8 | -3 | 1 | 1 | 3.5 | -1.3
Cc1c(N=Cc2c(O)n(Cc3ccco3)c(=O)c3ccccc23)c(=O)n(-c2ccccc2)n1C
    -2.9 | -2.4 | -115 | -1.4 | -3 | 4 | -123 | -4 | -13 | 0.4 | -0.5
CN(C)CCN(Cc1ccccc1)S(=O)(=O)c1ccc(-c2ccc(=O)[nH]n2)s1
    2.1 | 1.2 | -2 | 0.1 | 4 | 1 | -3 | 0 | -2 | -0.7 | -0.8
COC(=O)c1ccc(N2C(c3cc(OC)cc(OC)c3)=Cc3ccc(-c4cnc(OC)nc4)cc3C2CC(=O)C2CC2)cc1 (centres undefined)
    -0.6 | . | -51 | -0.6 | -11 | 2 | -72 | 0 | -27 | 3.6 | -0.9
CC(=O)Nc1ccc(C(=O)CSc2nnc(Cn3nnc4ccccc43)n2C)cc1
    -1.0 | 1.2 | 0 | -0.5 | -2 | 0 | 1 | -1 | -4 | -0.5 | -2.0
COc1ccc(CN2C(=O)c3ccccc3C2OC)cc1 (centres undefined)
    -0.6 | 3.2 | 2 | 0.1 | 0 | 9 | -7 | -1 | -6 | -2.1 | -2.0
Cc1noc(C)c1CCC(=O)N1CCCC(CO)(Cc2ccccc2)C1 (centres undefined)
    1.9 | 0.7 | 0 | 1.9 | -2 | 1 | -9 | 4 | -4 | 9.7 | -0.4
CC[C@H](C)[C@@H](C(=O)N1CCNCC1)n1cc([C@@H](N)CC(C)C)nn1
    -1.3 | 2.6 | 6 | 0.6 | 6 | 13 | -1 | 0 | -5 | 1.8 | -0.7
CN(C(=O)c1cccc(NC(=O)Cc2ccc(NC(=O)C3CCN(C(=O)C4CCCCC4)CC3)cc2)c1)C1CCCC1
    0.0 | -0.8 | 1 | 0.2 | -2 | -1 | 1 | -3 | 0 | -1.2 | -0.7
Cc1ccccc1NC(=S)N(CCN1CCCCCC1)Cc1cccs1
    -0.6 | 0.4 | 1 | 1.3 | 0 | 2 | -2 | -3 | -1 | 0.1 | -0.8
O=C1CCCC2=C1C(c1ccccc1)n1c(s/c(=C/c3cccc(F)c3)c1=O)=N2 (centres undefined)
    -1.5 | 1.1 | -9 | -0.2 | 35* | -3 | -11 | 7 | -8 | 1.2 | -1.1
Cc1ccc(F)c([C@H]2[C@H]3C=CC[C@@H](C)[C@@H]3C(=O)N2Cc2ccccc2)c1
    -2.1 | 1.3 | 0 | -0.2 | -1 | -2 | -1 | -1 | 1 | -2.1 | -1.0
CCOC(=O)c1sc(NC(=O)CSc2n[nH]c(-c3ccccc3)n2)c(C#N)c1C
    -1.2 | -0.9 | -10 | -1.1 | 2 | -2 | -16 | -1 | -13 | -0.7 | -1.2
Cc1nc2ccccn2c1C(=O)NNS(=O)(=O)c1ccc(C(C)(C)C)cc1
    -4.1 | -1.5 | -1 | -2.5 | 2 | -7 | 0 | -6 | -4 | -5.3 | -2.4
